Screening results (PubChem BioAssay)
Polio RdRp inh: poliovirus RNA polymerase inhibition | AID 588519 | % elongation, % (compound at 16.7 µg/mL) | P03300 | poliovirus polymerase elongation, fluorescence polarization; hits give low values | 0.66% of 150,000 active; in the data active means % elongation below about 90%; further: some results filed as inactive read as strong as hits
Target sequence (P03300 1749-2209 limits assumed): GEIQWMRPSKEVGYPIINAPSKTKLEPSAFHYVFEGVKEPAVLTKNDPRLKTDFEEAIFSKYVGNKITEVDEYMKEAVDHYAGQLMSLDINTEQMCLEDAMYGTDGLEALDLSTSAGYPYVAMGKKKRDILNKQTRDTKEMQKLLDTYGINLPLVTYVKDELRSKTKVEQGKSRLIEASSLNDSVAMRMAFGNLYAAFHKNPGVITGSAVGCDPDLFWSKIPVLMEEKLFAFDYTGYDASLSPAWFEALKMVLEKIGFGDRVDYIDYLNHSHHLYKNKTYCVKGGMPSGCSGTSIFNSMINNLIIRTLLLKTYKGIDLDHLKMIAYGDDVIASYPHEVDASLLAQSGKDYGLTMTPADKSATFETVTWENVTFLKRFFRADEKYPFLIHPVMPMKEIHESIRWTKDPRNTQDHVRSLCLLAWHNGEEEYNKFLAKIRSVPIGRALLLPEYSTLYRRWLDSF
Polio RdRp inh FP z-score: also measured in Polio RdRp inh; calls as there; z-score; measured here: FP z-score; hits read low
Starred values were filed as active, the others as inactive; & = joins results of further samples. Some of the compounds tested; count on the stated rates, not on these rows.

The line under a structure holds: Polio RdRp inh, Polio RdRp inh FP z-score
OCCC1CCCCN1CC(O)c1ccccc1 (configuration not stated)
    105, 0.1
NNC(=O)C(NC(=O)c1ccccc1)c1n[nH]c(=O)c2ccccc12 (configuration not stated)
    100, -0.3
CC1=C(C(=O)Nc2nccs2)C2(CCCCCC2)OC1=O
    99, -0.8
COCCNCc1nc(NCCOC)c2c(C)c(C)sc2n1
    97, -0.5
COc1cc2c(cc1OC)C(COc1cccc(C(F)(F)F)c1)N(C(=O)c1ccco1)CC2 (configuration not stated)
    103, 0.4
O=C(O)CC1C(=O)NCCN1CC(c1ccccc1)c1ccccc1 (configuration not stated)
    100, -0.8
O=C(NC1CCS(=O)(=O)C1)c1ccco1 (configuration not stated)
    99, -0.7
O=C(COc1ccc(Cl)cc1)Nc1cc(-c2ccccc2)no1
    106, -0.2
Nc1c2c3c(sc2nc(=O)n1N)CCCC3
    100, -0.2
Cc1ccc2c(CC(=O)Nc3c(C(=O)Nc4cccc(Cl)c4)oc4ccccc34)coc2c1C
    119, 0.3
COc1ccc(N=Cc2cc3ccc(C)cc3nc2Cl)cc1
    100, -0.7
Fc1cc(Br)ccc1N=Cc1ccc2ncccc2c1
    104, 1
CCOc1ccc(NC(=O)C(=O)c2cc(C)n(-c3cc(C)cc(C)c3)c2C)cc1
    109, 0
CCCC1=NN(c2ccccc2)C(=O)/C1=C/c1ccc(Cl)cc1
    110, 0.7
Cc1c(C(=O)NC2=NCCS2)oc2ccccc12
    99, -0.9
CC(=O)N(Cc1nnc2c3ccccc3c(C)nn12)c1ccccc1
    103, 0.5
CCOC(=O)COc1nc(-c2ccccc2)cc(-c2ccccc2)c1C#N
    103, -0.2
CN(CC(=O)Nc1ccc2c(c1)OCCCO2)C1=NS(=O)(=O)c2ccccc21
    96, -1
CC(C)CCNC(=O)c1ccc(S(=O)(=O)N2CCCC2)cc1
    105, 0.4
Cc1ccccc1NC(=O)Cc1nc(CSc2nnc(-c3ccccc3)n2C)cs1
    108, 0.6
CC1Cc2ccccc2N1Cc1nnc(-c2ccccc2)o1 (configuration not stated)
    100, -0.2
CC(Oc1ccc(F)cc1)C(=O)O (configuration not stated)
    101, -0.1
COc1ccc(OC)c(S(=O)(=O)NC2CCS(=O)(=O)C2)c1 (configuration not stated)
    108, 0.4
CCN(CC)C(=O)CN1C(=O)COc2ccc(S(=O)(=O)N3CCOCC3)cc21
    102, -0.9
COc1ccc(CCNC(=O)c2c(Nc3ccccc3C)sc(C(=O)c3ccccc3)c2N)cc1OC
    104, -0.7
Cc1ccc(S(=O)(=O)N2CCC(C(=O)NC3CC3)CC2)cc1
    101, 0.2
O=c1c2ccccc2nc(-c2ccccc2)n1Nc1ccc(F)cc1F
    97, -0.4
COC(=O)C1=CN(C)C=C(C(=O)OC)C1c1ccc2c(c1)OCO2
    100, -0.2
O=C(OCc1c(Cl)cccc1Cl)c1ccc2ccccc2n1
    103, 0.6
NS(=O)(=O)c1ccc(-n2ncc(Cl)c(Cl)c2=O)cc1
    86*, -3.1*
Cc1ccc(COC(=O)c2[nH]c3c(c2C)C(=O)CC(c2ccc(Cl)cc2)C3)cc1 (configuration not stated)
    111, 1.5
CCOc1ccc(NC(=O)Cn2c(=O)c(CNc3ccc(CC)cc3)cc3cc4c(cc32)OCO4)cc1
    110, 0.8
COc1cccc(CNc2ncc(-c3ccc(Br)cc3)n2C)c1
    102, 0
CCCC(=O)NCc1nc2cccnc2n1Cc1ccc(F)cc1
    109, 0.3
COc1cccc(-n2c(SCC(=O)N3CCCCC3C)nc3ccccc3c2=O)c1 (configuration not stated)
    105, 0.3
CS(=O)(=O)c1ccc(-c2nc(-c3ccc(F)cc3)c(-c3ccncc3)[nH]2)cc1
    100, -0.1
CCOC(=O)c1c(C)[nH]c(C(=O)COC(=O)c2ccccc2)c1C
    99, -0.3
C1CN(c2nsnc2OCCOc2nsnc2N2CCOCC2)CCO1
    104, 0.2
Cc1cc(C)c(C(=O)COC(=O)c2ccc(N(C)C)cc2)c(C)c1
    104, -0.3
CCOCCCn1c(=N)c(C(=O)NC2CCCC2)cc2c(=O)n3cc(C)ccc3nc21
    114, 0.6
CCCOc1ccc2c3c(c(=O)oc2c1C)CCC3
    104, 1.2
CCOC(=O)/C=C(\C)Sc1cc(=O)oc2ccccc12
    84*, -5.6*
NC(=O)N(N)c1nc(N2CCCCC2)nc(N2CCCCC2)n1
    102, -0.3
CC1CCN(C2=NC(Cc3ccccc3)C(=O)N2C2CCCCC2)CC1 (configuration not stated)
    102, 0.4
Cc1cc(C)nc(SCCC(=O)N(C)C)n1
    104, 0.6
CCC1CCCCN1C(=O)c1cc(-c2cccc(OC)c2)no1 (configuration not stated)
    106, 2.3
O=C(Nc1ccccc1O)c1cc(S(=O)(=O)N2CCCC2)ccc1Cl
    100, -0.5
O=C(CC1C(=O)OCC2CCCCN21)Nc1ccc(I)cc1 (configuration not stated)
    99, 0.2
COc1ccc(Cn2c(CO)cnc2SCc2ccc(C)cc2)cc1
    113, 1.6
CCN(CC)CC(O)Cn1c(-c2ccccc2Cl)nc2ccccc21 (configuration not stated)
    101, 0.3
O=C(c1ccccc1)c1ccc(N=Cc2ccccc2O)cc1
    102, -0.1
COc1cccc(Cc2nc3ccccc3nc2SCC(=O)Nc2ccccc2F)c1
    100, -1.3
COc1ccc(C2C(=O)N(C3CCC(C)CC3)CC(=O)N2C2CCCC2)cc1OC (configuration not stated)
    115, 1.2
Cc1ccc(NC2=C(CC(=O)O)C(c3ccc(F)cc3)N(c3ccc(C)cc3)C2=O)cc1 (configuration not stated)
    113, 0.4
CC(=O)N1CCC(N(CCCN2CCC(C)CC2)C(=O)Nc2ccccc2C(F)(F)F)CC1
    105, 1.5
CN1CCN(C(=O)C(NC(=O)c2ccc(Cl)cc2)C23CC4CC(CC(C4)C2)C3)CC1 (configuration not stated)
    100, 0.1
CCCCCCCCCC(=O)N[C@H](CN1CCOCC1)[C@H](O)c1ccccc1
    99&100, -0.7&0
CNC(=O)Nc1ccc2snnc2c1
    102, -0.4
Cc1nc2sccn2c1C(=O)c1ccc(NC(=O)c2ccc(F)cc2)cc1
    98, -1
Cc1cccc(N(C)c2nc3ccccc3c3nnc(C)n23)c1
    105, -0.1

Given field by field: 4 of the compounds above
> CCC1CCCCN1C(=O)c1cc(-c2cccc(OC)c2)no1 (configuration not stated)
- Polio RdRp inh: 106
- Polio RdRp inh FP z-score: 2.3
> COc1ccc(C2C(=O)N(C3CCC(C)CC3)CC(=O)N2C2CCCC2)cc1OC (configuration not stated)
- Polio RdRp inh: 115
- Polio RdRp inh FP z-score: 1.2
> CCN(CC)CC(O)Cn1c(-c2ccccc2Cl)nc2ccccc21 (configuration not stated)
- Polio RdRp inh: 101
- Polio RdRp inh FP z-score: 0.3
> CCCOc1ccc2c3c(c(=O)oc2c1C)CCC3
- Polio RdRp inh: 104
- Polio RdRp inh FP z-score: 1.2

Carrying on:
The line under a structure holds: Polio RdRp inh, Polio RdRp inh FP z-score
CCC(=O)OC1(Cc2ccc(CC)cc2)CC(C)N(C)CC1C (configuration not stated)
    103, 0.1
CCOC(=O)c1ccc(NC(=O)N2CC(C)Oc3ccccc32)cc1 (configuration not stated)
    103, -0.3
Cc1ccccc1Nc1nn2c(=O)c3ccc(C(=O)N4CCCC(C)C4)cc3nc2s1 (configuration not stated)
    106, 0.1
C=CCn1nnnc1SCc1cccc(CSc2nnnn2CC=C)c1
    104, 0.1
Nc1cc(C(=O)N2CCCC2)cc(C(=O)N2CCCC2)c1
    99, -0.8
NC(=O)COC(=O)c1ccccc1Oc1ccccc1
    103, 1
Cn1cnnc1SC/C(O)=C(\C#N)c1nc2ccccc2[nH]1
    107, 0.4
O=C(Nc1cccc(C(F)(F)F)c1)C1CCCN(S(=O)(=O)c2cccc3nsnc23)C1 (configuration not stated)
    104, -0.8
O=C(NCC(=O)N1CCOCC1)c1ccc(Br)cc1
    101, 0.5
Cc1ccc(Cn2c(C(=O)Nc3ccc(Cl)cc3)cc3sccc32)cc1
    110, 1.6
Cn1c(-c2ccccc2)cc(C=Nc2ccccc2)c1O
    105, 0.7
N#Cc1cc2c([nH]c1=S)CCC2
    103, 0.2
COc1cc2nc(SCC(=O)Nc3ccccc3F)n3nc(-c4ccccc4)nc3c2cc1OC
    105, -0.5
O=C(NCc1ccccc1)C1CCN(c2cnccn2)CC1
    104, 1
O=CN1CCN(C(=O)c2ccco2)CC1
    99, -0.3
Cc1nc(NC(CC(C)C)C(=O)O)c2nc(C)oc2n1 (configuration not stated)
    102, 0
Cc1sc2ncnc(SCc3ccccc3C#N)c2c1C
    101, -0.2
Cc1ccc(-c2nn(-c3ccccc3)cc2/C=C\C(=O)N2CCOCC2)cc1
    101, 0
Cc1ccc2c(c1)c1c(c(=O)n(-c3ccccc3)c(=O)n1CC(=O)c1ccc(F)cc1)n2C
    107, -0.2
COCC(C)n1c(COc2ccccc2F)nnc1SCC(=O)NC(=O)NC1CCCCC1 (configuration not stated)
    99, -0.2

Part of the list above in order of count of non-hydrogen atoms, highest first.
The line under a structure holds: Polio RdRp inh, Polio RdRp inh FP z-score
COc1cc2nc(SCC(=O)Nc3ccccc3F)n3nc(-c4ccccc4)nc3c2cc1OC
    105, -0.5
COCC(C)n1c(COc2ccccc2F)nnc1SCC(=O)NC(=O)NC1CCCCC1 (configuration not stated)
    99, -0.2
C=CCn1nnnc1SCc1cccc(CSc2nnnn2CC=C)c1
    104, 0.1
CCOC(=O)c1ccc(NC(=O)N2CC(C)Oc3ccccc32)cc1 (configuration not stated)
    103, -0.3
Cn1c(-c2ccccc2)cc(C=Nc2ccccc2)c1O
    105, 0.7

Carrying on.
The line under a structure holds: Polio RdRp inh, Polio RdRp inh FP z-score
O=C(O)c1ccc(NC(=NCc2ccccc2)N2CCN(c3ccc(F)cc3)CC2)cc1
    99, -0.7
COc1ccc(CNC(=O)c2cc(C)nc3c2c(C)nn3-c2cccc(Cl)c2C)cc1
    105, -0.6
Cc1ccc(NC(=O)COC(=O)c2ccc(OCc3c(C)noc3C)cc2)c(C)c1
    106, 0.4
CN(Cc1cc(=O)n2ccsc2n1)c1ccccc1
    103, 1
CCOC(=O)c1snc(-c2ccc(Cl)cc2)c1N
    101, -0.3
COc1ccc(NCc2cc3cc4c(cc3n(CC(=O)Nc3cccc(F)c3)c2=O)OCO4)cc1
    102, -0.7
Cc1nc(S(=O)(=O)NCc2cc(F)cc3c2OCOC3)cn1C
    100, -0.4
COc1ccc(CNC(=O)CC(c2ccc(OC)cc2)N2Cc3ccccc3C2=O)cc1 (configuration not stated)
    101, -0.3
COc1cc2cc(C)c(SCC(=O)N3CCN(C(=O)c4ccco4)CC3)nc2cc1OC
    103, 0.4
CC1(C)C(=O)OC(C(=O)c2ccccc2)C(C)(C)C1=O (configuration not stated)
    100, 0
Cc1nn(CC(=O)NC2CC2)c(=O)c2cc3ccccc3n12
    109, -0.3
CSc1c(NC(=O)/C=C\C(=O)O)cccc1C(F)(F)F
    97, -1.8
N#C/C(C(N)=O)=C(/S)Nc1ccccc1
    101, 0
CCC(=O)N1c2ccccc2CC1C(=O)N1CCN(c2ccccc2)CC1 (configuration not stated)
    105, -0.4
Cc1cccc(-n2nc(C)c3c(C)cc(=O)oc32)c1
    101, 0.3
O=C(Nc1ccccc1)N1CCCN(c2c(Cl)cncc2Cl)CC1
    106, 0.8
Cc1nc(C)n(C(C)CNS(=O)(=O)c2ccc(C)c(C)c2)n1 (configuration not stated)
    103, 0.4
COc1ccc(-c2csc(Nc3ccc(S(=O)(=O)Nc4cc(C)on4)cc3)n2)cc1C
    102, 0.1
CC1OC(O[C@H]2C[C@@H](O)[C@]3(CO)[C@H]4[C@H](O)C[C@]5(C)[C@@H](C6=CC(=O)OC6)CC[C@]5(O)[C@@H]4CC[C@]3(O)C2)C(O)C(O)C1O (some centres not stated)
    99, 0.1
C[N+]1(CC(=O)OCCCc2ccccc2)CCCCC1
    100, -1.1
Cc1ccc(S(=O)(=O)C(CNC(=O)Cc2ccc(Cl)cc2)c2cccs2)cc1 (configuration not stated)
    104, -0.7
O=c1cc(-c2ccc(O)c(O)c2)oc2cc(O)cc(O)c12
    104, 0.5
COc1cc2ccccc2cc1C(=O)Nc1ccc2oc(-c3ccccc3)nc2c1
    103, 0.1
Cc1ccc(CNC(=O)c2noc(C)c2Cn2nc(C)cc2C)cc1
    100, -0.1
Cc1cccc(NC(=O)c2c(NC(=O)c3ccco3)sc3c2CCC(C(C)(C)C)C3)c1 (configuration not stated)
    102, -0.8
CC(=O)Nc1ccc(OCCOc2ccc(/C=C3/C(=N)N4C=CSC4=NC3=O)cc2)cc1
    103, 0.3
CCN(CC)C(=O)c1cnc(-c2ccccc2)nc1C1CCNCC1
    102, 0.6
CCOC(=O)C1Cc2c([nH]c3ccccc23)CN1 (configuration not stated)
    104, 0.4
O=C(N=Nc1c(O)n(CN2CCOCC2)c2ccc(Br)cc12)c1ccc(Br)cc1
    100, -0.3
CCOc1ccc(NC(=O)Cn2c3c(c(-c4ccccc4)cc2=O)CCCC3)cc1
    104, 0.8
CC1CCCC(C)N1C(=O)COC(=O)CN1C(=O)c2ccccc2C1=O (configuration not stated)
    104, 0.2
O=C(CSc1ccccn1)c1ccc2c(c1)OCO2
    104, 0.2
Cc1ccccc1OCc1nnc(SCCC(=O)O)n1Cc1ccccc1
    103, 0.1
CN(C)/C=N/C(=S)N1CCOCC1
    104, 0.2
Cc1ccc(-c2nn(Cc3ccccc3)cc2C(=O)N2CCC2)cc1
    100, -0.5
CCCN(CCC)S(=O)(=O)c1ccc(C(=O)NC(=S)Nc2ccc(F)cc2)cc1
    102, 0
COCC(C)n1c(C)cc(C(=O)COC(=O)c2c(C)nn(-c3ccccc3)c2C)c1C (configuration not stated)
    106, 0.4
COc1cccc(N2CC(NC(=O)C3CC3)CC2=O)c1 (configuration not stated)
    110, 0.7
